Compound activity (PubChem)
tuberculosis growth = growth inhibition of non-replicating M. tuberculosis (AID 488890). Mycobacterium tuberculosis non-replicating, growth inhibition; higher % means a stronger effect. one-dose inhibition, % at 25 µM; IC50 in µM for titrated hits. actives 0.39% (n = 320,000); in the data active = a potency from the dose series; inconclusive = inhibition mostly from about 82% at the one dose, without a potency; inactive = the rest, 99 in 100 with inhibition below about 76%;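 note: plate controls were DMSO cells for no effect and high antibiotic wells for full effect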
influenza NS1A = H1N1 influenza NS1A inhibitors, functional cell based assay (AID 504329). NS1A functional cell-based assay, percent inhibition; higher % means a stronger effect. one-dose inhibition, % at 12.5 µM; IC50 in µM for titrated hits. actives 0.3% (n = 340,000); in the data active = a potency from the dose series; inconclusive = inhibition above about 27% without an active follow-up result; note: strong numbers were not always called active
VEEV TC-83 Vero = inhibitors of VEEV TC-83 cytopathic effect, confirmation, Vero cells (AID 588727) | Vero cells, VEEV TC-83 cytopathic effect inhibition; higher % means a stronger effect | one-dose inhibition, % at 20 µM; IC50 in µM for titrated hits | actives 0.13% (n = 350,000); in the data active = a potency from the dose series; inconclusive = inhibition mostly from about 14% at the one dose, without a potency; inactive = the rest, 99 in 100 with inhibition below about 12%; note: strong numbers were not always called active
M. tuberculosis HTS = M. tuberculosis growth inhibition, HTS (AID 449762); M. tuberculosis H37Rv growth inhibition, 7H9 media; higher % means a stronger effect; one-dose inhibition, % at 25 µM; IC50 in µM for titrated hits; actives 0.59% (n = 330,000); in the data active = a potency from the dose series; inconclusive = inhibition above about 70% without an active follow-up result;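 note: bacterial growth assessed after seven days of incubation; strong numbers were not always called active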
PhoP GFP inhibition = PhoP regulon inhibitors, Salmonella typhi PhoP promoter GFP reporter, confirmatory (AID 1850). Salmonella Typhi PhoP-promoter GFP reporter, fluorescence, 4 h; higher % means a stronger effect. one-dose inhibition, % at 50 µM; IC50 in µM for titrated hits. actives 0.33% (n = 310,000); in the data active = a potency from the dose series; inconclusive = inhibition mostly from about 25% at the one dose, without a potency; inactive = the rest, 99 in 100 with inhibition below about 19%;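 note: 0% = induced wells with vehicle and 100% = uninduced wells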
VEEV TC-83 Vero 10K pilot screen = second read-out of VEEV TC-83 Vero, no call of its own (marks repeat the call); inhibition, %; measured here: 10K pilot screen inhibition
The depositor's hits bear a star; i = inactive; ? = inconclusive; · = not tested or not shown.

SMILES	tuberculosis growth	influenza NS1A	VEEV TC-83 Vero	M. tuberculosis HTS	PhoP GFP inhibition	others
CCOC(=O)N1CCN(C(=O)c2ccc(N3CC4CC(C3)c3cccc(=O)n3C4)c(NC(=O)c3ccc(F)cc3)c2)CC1 (stereo unspecified)	-4.2%	6.0%	3.8%	-4.1%	10.4%
O=C(CSc1ccc(Cl)cc1)Nc1nnc(-c2ccco2)o1	24.2%	-10.5%	2.2%	19.5%	2.6%
COc1ccc(CCNC(=O)c2oc3ccc(S(=O)(=O)N4CCOCC4)cc3c2C)cc1OC	34.6%	-2.5%	5.7%	-0.5%	-0.8%	VEEV TC-83 Vero 10K pilot screen=5.4
O=C(CSC1=NCCS1)N1CCCC1	3.7%	10.0%	1.1%	-0.6%	-5.3%
CC(C)N(Cc1ccccc1)C(=O)COC(=O)c1cnc(Cl)c(Cl)c1	77.5%	0.5%	i	26.3%	·
Cc1ccc2nc(N3CCN(CCO)CC3)nc(-c3ccccc3)c2c1	32.0%	10.9%	i	10.6%	-0.6%
COC(=O)c1cc(C)nc2c1c(C)nn2-c1ccccc1	5.9%	-40.0%	i	5.4%	·
CN(CCCC(=O)Nc1ccccc1)S(=O)(=O)c1ccc(Cl)cc1	·	-11.2%	i	-7.6%	-7.4%
c1ccc2c(NC3C4CC5CC(C4)CC3C5)nc(N3CCOCC3)nc2c1 (stereo unspecified)	?	-5.0%	4.3%	?	9.0%	VEEV TC-83 Vero 10K pilot screen=1.6
CC(=O)c1ccc(NC(=O)CSc2nccn2CCc2ccccc2)cc1	35.1%	0.4%	0.2%	2.5%	5.2%
CC(NS(=O)(=O)c1ccc(Br)cc1)C(=O)NCCc1ccccc1 (stereo unspecified)	-2.4%	11.4%	0.7%	6.2%	-6.8%
COc1ccc(N2C(=O)/C(=C3/C=CC=CN3C)SC2=S)cc1	-17.9%	-7.4%	0.3%	-3.8%	-17.9%
COc1ccccc1/C=C/C(=O)OCC(=O)Nc1c(C)nn(-c2ccccc2)c1C	14.0%	-9.1%	8.4%	-9.8%	·
O=C1NC(=O)C(c2ccccc2)N1 (stereo unspecified)	·	-9.0%	1.3%	·	·
Cc1ccc(S(=O)(=O)c2cnc(-c3ccccc3)nc2N2CCN(C)CC2)cc1	10.3%	9.9%	i	3.9%	5.3%
Cc1ccc(-c2nnc3c(C(F)(F)F)nc4ccccc4n23)cc1	-5.2%	-2.6%	7.2%	0.2%	-11.2%
CCCn1nnc(NC(=O)c2ccc(Br)o2)n1	60.4%	10.5%	0.3%	-11.2%	-4.7%
O=C(NC1CCCCC1)C1CCN(c2cnccn2)CC1	6.1%	-0.9%	i	-7.5%	-4.9%
Cn1c(=O)n(-c2ccc(Cl)cc2)c(=O)c2c3c(sc21)COC(C)(C)C3	11.7%	2.5%	1.5%	-2.1%	8.9%
CSc1nc(O)c(C(c2ccc(F)cc2)c2c(O)nc(SC)[nH]c2=O)c(=O)[nH]1	2.0%	·	1.1%	10.8%	8.5%
O=C(O)c1ccc(-n2nc(C(F)(F)F)cc2-c2cccs2)cc1	16.6%	-7.4%	1.1%	2.9%	9.1%
COc1ccccc1C(=O)Nc1nnn(C)n1	14.6%	-5.2%	i	0.0%	4.8%
CC(=O)Nc1cccc(NC(=S)Nc2cccc(Cl)c2Cl)c1	70.3%	10.9%	0.9%	0.3%	12.1%
Cc1ccc(C(=O)COC(=O)c2c(C)cc(=O)oc2C)cc1[N+](=O)[O-]	0.2%	3.2%	2.5%	1.8%	3.2%
COC(=O)C1=CCCN(C)C1	0.8%	2.2%	i	2.1%	-17.9%
C[C@@H]1C[C@H]2[C@@H]3C[C@H](F)C4=CC(=O)C=C[C@]4(C)[C@@]3(Cl)[C@@H](O)C[C@]2(C)[C@H]1C(=O)COC(=O)C(C)(C)C	-2.1%	4.4%	0.1%	-2.6%	9.8%
COc1ccc(OC)c(-c2csc3nnc(SCC(=O)Nc4ccc(NC(C)=O)cc4)n23)c1	8.7%	6.1%	5.4%	-6.4%	-7.0%	VEEV TC-83 Vero 10K pilot screen=0.5
Cc1cc(C)n(-c2ccc(C(=O)Nc3ccc4c(c3)OCCO4)cc2)n1	15.9%	-20.3%	6.7%	45.0%	-2.6%
COC(=O)c1cc2c(s1)-c1ccccc1OC2	24.6%	-15.8%	1.1%	7.0%	-6.9%
CCCCNC(=O)/C(=C/c1ccco1)NC(=O)c1ccco1	8.0%	-21.1%	1.9%	3.4%	-4.4%
CCN(CC)c1cnn(C/C(=N\OC)c2ccc(Cl)cc2)c(=O)c1Br	25.4%	-3.5%	5.7%	?	-3.6%
COC(=O)c1cnc(Oc2ccc(NC(=O)NC(=O)c3c(OC)cccc3OC)cc2)cc1C(F)(F)F	15.2%	-20.6%	8.6%	57.6%	6.3%
CCOC(=O)c1ccc(-c2c(-c3cc(OC)c(OC)c(OC)c3)noc2C)cc1F	7.8%	-20.4%	7.5%	8.4%	6.6%
CC(=O)NC1CC2CCCC(C1)N2C(=O)Nc1cccc(C)c1 (stereo unspecified)	·	-10.4%	0.8%	·	·
Cc1nc(C)c(C(=O)Nc2nc3c(C)cccc3s2)o1	34.9%	6.4%	3.0%	1.8%	-1.4%
Cc1ccc(CSCC(=O)Nc2ccc3c(c2)OCO3)cc1	?	-1.6%	i	?	9.1%
Cc1ccccc1CO/N=C/c1[nH]ncc1Br	-3.6%	0.0%	4.4%	3.4%	4.3%
CCc1ccccc1OCC(=O)N1CCN(c2ncccn2)CC1	·	0.1%	5.0%	·	·
OCC1OC2C(NC(=S)N2c2ccccc2)C(O)C1O (stereo unspecified)	·	-25.9%	0.3%	·	·
CCN(C(=O)COC(=O)/C(=C/c1ccccc1)n1nnnc1C)C1CCCCC1	5.0%	-6.6%	8.3%	-4.8%	3.6%
Clc1ccc(C(c2nnnn2C2CCCC2)N2CCN(Cc3ccncc3)CC2)cc1 (stereo unspecified)	-4.6%	-18.8%	i	10.6%	0.3%
O=C(Cc1ncn[nH]1)NCCc1ccccc1	-23.1%	6.6%	0.3%	-4.2%	4.2%
CCOc1ccc(-n2c(SCC(=O)Nc3cc(OC)c([N+](=O)[O-])cc3C)nc3ccccc32)cc1	-12.8%	2.1%	3.5%	9.0%	-10.4%
CCC(CC)c1nnc(NC(=O)c2nc3nc(C)cc(C)n3n2)s1	24.4%	-0.7%	2.6%	3.5%	-6.6%
COc1ccc(NC(=O)COc2cccnc2[N+](=O)[O-])cc1OC	-4.8%	10.4%	1.3%	-1.6%	-2.5%

Compounds shown so far containing bromine, in the order listed:
SMILES	tuberculosis growth	influenza NS1A	VEEV TC-83 Vero	M. tuberculosis HTS	PhoP GFP inhibition	others
CC(NS(=O)(=O)c1ccc(Br)cc1)C(=O)NCCc1ccccc1 (stereo unspecified)	-2.4%	11.4%	0.7%	6.2%	-6.8%
CCCn1nnc(NC(=O)c2ccc(Br)o2)n1	60.4%	10.5%	0.3%	-11.2%	-4.7%
CCN(CC)c1cnn(C/C(=N\OC)c2ccc(Cl)cc2)c(=O)c1Br	25.4%	-3.5%	5.7%	?	-3.6%
Cc1ccccc1CO/N=C/c1[nH]ncc1Br	-3.6%	0.0%	4.4%	3.4%	4.3%

Additional results follow.
SMILES	tuberculosis growth	influenza NS1A	VEEV TC-83 Vero	M. tuberculosis HTS	PhoP GFP inhibition	others
CN(C)c1cccc(C(=O)NCc2ccc(Cl)cc2)c1	-1.6%	-18.1%	i	8.3%	3.6%
Cc1ccc(CC(=O)N2CCN(Cc3ccccc3)CC2)cc1	39.9%	-0.3%	3.6%	9.0%	-8.7%
Cc1ncc([N+](=O)[O-])n1CC(=O)Nc1cccc(C(F)(F)F)c1	-14.8%	5.8%	i	-6.8%	5.0%
COc1ccc(CN2c3cc(S(=O)(=O)N4CCOCC4)ccc3N3CCCC32)cc1 (stereo unspecified)	13.8%	0.1%	0.8%	-5.8%	5.5%
O=C(CN(C(=O)c1csnn1)c1cccc(Cl)c1)NCCc1ccccc1	6.2%	-0.1%	0.8%	-0.1%	-1.8%
CCC(C)NC(=O)CCc1nc2ccccc2n1-c1ccccc1 (stereo unspecified)	-7.1%	3.5%	0.1%	1.7%	-0.8%
Cc1cc(C)c2nc(NC(=O)c3ccc4c(c3)OCO4)sc2c1	-13.7%	-1.2%	i	-3.1%	-6.9%
Cc1ccc(-c2nc(N)sc2-c2ccc(C)cc2)cc1	·	1.4%	2.8%	·	·
CC(C)C(NC(=O)C12CC3CC(CC(C3)C1)C2)C(=O)NC1=NCCS1 (stereo unspecified)	65.5%	·	·	-9.8%	-1.8%
O=S(=O)(c1ccccc1)[C@@]1(c2ccccc2)C[C@@H]2ON=C(c3cccc(Br)c3)[C@@H]2C1	-12.7%	-14.0%	3.8%	1.7%	-11.9%
CC(C)(C)NC(=O)NC(=O)COC(=O)Cc1c(F)cccc1Cl	21.6%	-5.3%	0.9%	-0.7%	0.6%
Cc1cccn2c(=O)c(C=O)c(Cl)nc12	-11.4%	16.2%	?	-8.5%	34.1%
CCCSC1=C(C#N)C(c2ccccc2C)C(C(=O)OC)C(=O)N1 (stereo unspecified)	21.3%	-3.8%	i	3.5%	-13.8%
CCCCn1c(O)c(C=NC2CCCCC2N)c(=O)[nH]c1=O (stereo unspecified)	12.9%	-17.5%	0.2%	-0.3%	-18.9%
COC(=O)c1c(NC(=O)Cc2ccccc2)sc2c1C(C(=O)OC)CC2 (stereo unspecified)	17.3%	-0.3%	7.9%	-5.1%	10.7%
COc1ccc(NC(=O)ON=C2c3ccccc3-c3ccccc32)cc1	41.9%	11.1%	3.3%	>100µM*	-11.4%
C[C@H](CO)N1C[C@H](C)[C@@H](CN(C)C(=O)NC2CCCCC2)Oc2ccc(NC(=O)C3CC3)cc2C1=O	·	5.7%	2.1%	·	·
COc1ccccc1C(=O)COC(=O)c1cc([N+](=O)[O-])ccc1N1CCOCC1	8.1%	3.8%	6.0%	32.4%	4.7%
N/C(Cc1ccc([N+](=O)[O-])cc1)=N\OC(=O)c1ccc([N+](=O)[O-])cc1	53.2%	5.7%	1.7%	44.8%	-22.4%
O=C(OCC(=O)N1CCc2ccccc21)c1ccc[nH]c1=O	-3.7%	-4.6%	0.5%	-3.6%	2.4%
CCC(=NCc1cc(OC)cc(OC)c1)c1c(O)n(C2CCCCC2)c(=O)[nH]c1=O	28.3%	-17.9%	7.6%	-0.5%	-11.7%
CC(C)Oc1cccc(C(=O)C2CCCN(Cc3ccon3)C2)c1 (stereo unspecified)	20.6%	-2.9%	1.6%	1.9%	-10.3%
C[C@]12CC[C@H](O)CC1=CCC1C2CC[C@@]2(C)C1CCC21OCCO1 (stereo partly specified)	15.0%	-28.9%	3.8%	-5.9%	·
CCS(=O)(=O)N1CCC(NC(=O)c2ccco2)CC1	-0.2%	1.7%	2.9%	-3.6%	0.6%
COc1ccc(Cl)c2c1[nH]c1nc(SCc3cccnc3)nnc12	-13.4%	0.1%	i	0.6%	-14.1%
Cc1ncc[nH]1	-3.5%	-4.0%	0.2%	-4.4%	·
CCc1ccc(NC(=O)Cn2nc(C)n3cccc3c2=O)cc1	-3.5%	6.3%	0.3%	2.3%	-22.8%
CCC(C)CNC(=O)c1cccc(OC2CCN(CC(C)(C)C)CC2)c1 (stereo unspecified)	12.6%	-3.5%	0.8%	0.4%	3.1%
Cc1ccccc1OCC(=O)NCCCNC(=O)c1ccncc1	-14.6%	3.2%	1.1%	4.1%	14.2%
CCCCn1cnc2c(SCCc3ccccc3)nc(N)nc21	·	-21.9%	1.7%	·	·

Reprinted from the part before: three entries, then new ones.
SMILES	tuberculosis growth	influenza NS1A	VEEV TC-83 Vero	M. tuberculosis HTS	PhoP GFP inhibition	others
CCC(C)CNC(=O)c1cccc(OC2CCN(CC(C)(C)C)CC2)c1 (stereo unspecified)	12.6%	-3.5%	0.8%	0.4%	3.1%
Cc1ccccc1OCC(=O)NCCCNC(=O)c1ccncc1	-14.6%	3.2%	1.1%	4.1%	14.2%
CCCCn1cnc2c(SCCc3ccccc3)nc(N)nc21	·	-21.9%	1.7%	·	·
Cc1ccccc1N=Cc1ccc[nH]1	·	-8.8%	1.0%	·	·
Cc1cc(N(CCO)CCO)ccc1N=Nc1cc(F)ccc1F	42.5%	19.2µM*	5.0%	12.7%	22.3%
COc1ccccc1NC(=O)Cc1noc(CSc2nnc(C)n2C)n1	7.2%	5.7%	1.3%	-1.4%	-5.4%
CC(=O)Nc1cccc(C(=O)OCC(=O)N2CCC(c3ccccc3)=N2)c1	18.0%	-2.6%	2.8%	-4.1%	-5.7%
O=C(CN1CCN(S(=O)(=O)c2ccc(Br)cc2)CC1)c1ccc(O)c(O)c1	16.6%	18.1%	1.9%	-1.3%	-1.0%
